Compound activity: PubChem, The Scripps Research Institute Molecular Screening Center
MITF inh – inhibitors of human MITF. O75030. AlphaScreen MITF homodimerization, bead proximity signal. inhibition, % at 2.6 µM. 650,000 tested, 0.91% active. AID 1259374; in the data active = inhibition above about 50%;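 note: 0% = vehicle wells with protein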
Target sequence (O75030 whole entry, looked up): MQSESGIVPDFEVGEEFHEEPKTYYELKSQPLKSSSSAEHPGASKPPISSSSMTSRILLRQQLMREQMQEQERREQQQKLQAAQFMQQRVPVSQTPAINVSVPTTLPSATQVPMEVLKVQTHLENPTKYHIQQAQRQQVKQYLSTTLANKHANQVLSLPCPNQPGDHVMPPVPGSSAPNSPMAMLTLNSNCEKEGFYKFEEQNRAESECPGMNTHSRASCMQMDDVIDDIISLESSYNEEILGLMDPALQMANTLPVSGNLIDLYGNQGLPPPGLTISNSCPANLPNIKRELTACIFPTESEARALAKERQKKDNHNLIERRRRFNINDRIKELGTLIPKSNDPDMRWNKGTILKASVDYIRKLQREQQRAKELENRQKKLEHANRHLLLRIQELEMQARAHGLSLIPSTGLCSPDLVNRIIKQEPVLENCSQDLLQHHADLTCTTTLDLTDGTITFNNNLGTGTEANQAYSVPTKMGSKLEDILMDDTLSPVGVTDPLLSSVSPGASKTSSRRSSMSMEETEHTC
TEAD-YAP block – TEAD-YAP interaction inhibition | AID 1259422 | HEK-TIYL cells, TEAD-Gal4/YAP UAS-luciferase luminescence | 640,000 tested, 1.4% active | inhibition, % at 9.12 µM; in the data active = inhibition above about 32%;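 note: 0% = median of test compound wells and 100% = reference inhibitor wells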
FBW7 activator – activators of human E3 ligase FBW7; Q969H0; 650,000 tested, 0.13% active; AlphaScreen FBW7–phospho-cyclin E peptide binding, activator screen; AID 1259310; normalized activity (activation), % at 26.1 µM; in the data active = normalized activity above about 1.9%;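 note: purified mutant Fbw7 with reduced substrate affinity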
GPR151 ag – human GPR151 activation. PathHunter beta-arrestin GPR151 cells, luminescence. activation, % at 11.2 µM. 650,000 tested, 1% active. AID 1508602; in the data active = activation above about 4.9%;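 note: 0% = median of compound wells and 100% = cells with positive control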
Target sequence (Q8TDV0 whole entry, looked up): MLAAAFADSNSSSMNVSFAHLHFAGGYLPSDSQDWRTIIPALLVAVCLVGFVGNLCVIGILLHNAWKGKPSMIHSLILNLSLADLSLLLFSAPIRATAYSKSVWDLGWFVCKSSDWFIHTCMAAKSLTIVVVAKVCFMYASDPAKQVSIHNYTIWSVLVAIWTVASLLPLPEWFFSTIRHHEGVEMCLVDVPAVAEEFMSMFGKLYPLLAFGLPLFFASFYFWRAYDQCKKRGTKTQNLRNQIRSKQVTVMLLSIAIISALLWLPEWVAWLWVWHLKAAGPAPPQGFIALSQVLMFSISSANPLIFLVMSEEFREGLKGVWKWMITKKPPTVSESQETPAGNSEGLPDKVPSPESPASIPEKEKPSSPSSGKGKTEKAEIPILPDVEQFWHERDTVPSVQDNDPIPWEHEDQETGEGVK
Active calls of the source: *; . = not tested or not shown.

structure	MITF inh	TEAD-YAP block	FBW7 activator	GPR151 ag
COc1ccc(N2C(=O)CC(N3CCN(C(=O)c4ccccc4)CC3)C2=O)cc1 (stereo not given)	3	-6	0.2	2.1
Cn1c(=O)n(C)c2cc(NC(=O)c3cc4ccccc4o3)ccc21	-2	-38	0.0	-1.1
CSc1ccc(C(=O)c2ccccc2C(=O)O)cc1[N+](=O)[O-]	3	6	0.2	-0.2
Nc1nonc1OCc1ccc2c(c1)OCO2	-2	0	-0.2	0.1
COC(=O)c1cccc(OCC(O)CN2CCN(Cc3ccccc3)CC2)c1 (stereo not given)	26	-5	-0.1	-1.7
Cc1ccc(C(c2cc(Cl)c3cccnc3c2O)N2CCN(c3ccccn3)CC2)cc1 (stereo not given)	-2	38*	-0.4	-0.2
N#C/C(=C\c1cccc([N+](=O)[O-])c1)C(=O)Nc1ccc([N+](=O)[O-])cc1Br	7	8	-0.2	0.9
COc1ccc(CCNC(=O)c2ccc(-c3ccc(C(=O)N4CCN(C)CC4)cc3)s2)cc1	11	1	-0.1	-1.7
C=CCn1c(SCc2ccc(C(=O)OC)cc2)nc2sc3c(c2c1=O)CCCC3	2	3	-0.1	-0.9
CC(=O)Oc1ccc2oc(=O)cc(C)c2c1	16	-7	0.2	-1.5
Nc1c(C(=O)Nc2cccc(Br)c2)sc2nc3c(c(-c4cccs4)c12)CCCC3	-14	-5	0.2	0.3
COc1ccc(NC(=O)CCC(=O)OCC(=O)c2ccc3ccccc3c2)cc1	7	-5	-0.2	-0.3
CC1=NN(c2ccccc2)C(=O)C1N=Nc1ccccc1 (stereo not given)	13	-19	-0.1	1.9
Cc1nn(-c2ccccc2)c(N)c1C(C)(O)C(F)(F)F (stereo not given)	3	-4	0.1	-0.6
C#CC(C)(CC)NC(=O)Cc1cccs1 (stereo not given)	2	-2	-0.2	-0.9
CCCC1(C(=O)OC)NC(c2cc(OC)c(OC)c(OC)c2)C2C(=O)N(CC)C(=O)C21 (stereo not given)	20	-8	0.0	-2.4
CN(C)CCCNC(=O)c1ccc(Cl)cc1	-15	1	0.0	0.9
NS(=O)(=O)c1ccc(NCc2ccccc2)c([N+](=O)[O-])c1	12	2	-0.1	1.4
Cc1cc(-c2ccc(NC(=O)CCCC(=O)O)c(C)c2)ccc1NC(=O)CCCC(=O)O	-5	1	0.1	0.6
CC(=O)c1ccc(N2C(=O)c3ccc(C(=O)c4ccccc4)cc3C2=O)cc1	14	-2	0.2	-1.9
COc1cccc(/C=N/Nc2nc3ccccc3[nH]2)c1	10	-53	0.0	-0.6
Cc1ccc(C2(C)CC(C)(C)N(C(=O)c3ccc(Cl)c(Cl)c3)c3ccccc32)cc1 (stereo not given)	1	-1	0.1	-1.2
CCOc1ccc(C(=O)Oc2coc(CSc3ncccn3)cc2=O)cc1	-6	2	0.0	-1.2
COc1cc2nc(N3CCCN(C)CC3)nc(NC3CCN(Cc4ccccc4)CC3)c2cc1OC	-1	.	.	-0.7
CCC(Cc1ccccc1)NC(=O)c1cccc(OC)c1 (stereo not given)	12	-1	0.0	1.6
COc1cc(-c2nnc(SCC(=O)c3ccc(F)cc3)o2)cc(OC)c1OC	10	4	0.1	1.6
O=C(OCC(=O)c1ccccc1-c1ccccc1[N+](=O)[O-])c1ccccc1	-12	-2	0.0	0.2
Cc1ccnc(SCc2cc(=O)c(OC(=O)c3ccc(C(F)(F)F)cc3)co2)n1	16	4	0.0	-1.5
CC1CCCC(NC(=O)C2N(CCN3CCCCC3C)C(=O)C3C(C(=O)Nc4ccc(F)c(Cl)c4)C4C=CC32O4)C1C (stereo not given)	7	5	0.0	-0.9
CCOc1ccccc1OCCCOc1ccccc1C=O	9	-1	0.0	-0.3

Shown field by field: part of the list above
> Cc1nn(-c2ccccc2)c(N)c1C(C)(O)C(F)(F)F (stereo not given)
  MITF inh = 3; TEAD-YAP block = -4; FBW7 activator = 0.1; GPR151 ag = -0.6

> NS(=O)(=O)c1ccc(NCc2ccccc2)c([N+](=O)[O-])c1
  MITF inh = 12; TEAD-YAP block = 2; FBW7 activator = -0.1; GPR151 ag = 1.4

(more compounds)
structure	MITF inh	TEAD-YAP block	FBW7 activator	GPR151 ag
O=C(c1cc(Sc2ccc(Cl)cc2)nc2ccccc12)N1CCCCC1	-11	-1	0.0	-0.7
C=CCNC(=O)c1cc(-c2cccnc2)nc2ccccc12	4	8	0.0	0.7
CCOC(=O)c1ccccc1NC(=O)C1CC(=O)N(c2ccc(Br)cc2)C1 (stereo not given)	0	6	0.0	0.6
CCCC(=O)Nc1ccc(S(=O)(=O)Nc2cc(OC)ncn2)cc1	-6	-7	-0.1	-0.8
O=C(/C=C/c1ccco1)Nc1cccc2ccccc12	13	-17	0.1	-0.6
CC(C)(C)NC(=O)c1ccccc1-c1nc2ccccc2s1	5	3	0.1	0.4
O=C(O)C1CCN(c2ncc(-c3ccc(Cl)cc3)cn2)CC1	61*	-17	0.1	1.2
O=C(CCN1C(=O)C2C3C=CC(C3)C2C1=O)NCc1ccccc1 (stereo not given)	11	0	0.1	-1.6
c1ccc(C(CCn2ccnc2)Nc2nncc(-c3ccc4c(c3)OCO4)n2)cc1 (stereo not given)	6	45*	-0.3	-1.2
CN1CCN(c2ccnc3c(-c4cccc(C(N)=O)c4)cnn23)CC1	-19	-19	-0.5	-0.3
O=C1NCCCc2c1no[n+]2[O-]	3	-4	0.8	-1.3
COc1ccc(NC(=O)C(=O)NCC2CCCCC2)cc1	8	3	0.0	-0.5
O=C1c2nccnc2C(=O)N1Cc1ccc(Cl)cc1	7	1	0.7	-1.4
Cc1nn(CC(=O)NCCc2c(C)[nH]c3ccc(OCc4ccccc4)cc23)c(C)c1Cl	5	4	0.0	1.4
Cc1nnc(-c2ccccc2O)n1-c1ccccc1	1	-4	-0.3	0.7
COC(=O)Cc1c(C)c2ccc3c(c2oc1=O)CN(Cc1ccccc1OC)CO3	-5	2	0.1	1.4
O=C(Nc1ccccc1)Nc1ccc2c(c1)OCCO2	5	-3	0.0	3.3
COc1ccc(OC)c(-n2c(=S)[nH]c3cc(C(=O)N4CCC(C(N)=O)CC4)ccc3c2=O)c1	-8	0	0.1	-1.0
Cc1ccccc1NC(=S)NCC(C)(C)CN(C)C	6	6	-0.1	0.0
CC(C)(C)c1nnc(Nc2ccc(F)cc2)[nH]c1=O	5	9	0.2	1.4
CCc1ccccc1NC(=O)C(C)n1nc([N+](=O)[O-])c(Br)c1C (stereo not given)	15	3	-0.1	2.1
O=C(N/N=C/c1ccc(O)c(I)c1)C1COc2ccccc2O1 (stereo not given)	1	15	0.1	-0.2
CCCCCOc1ccc(-c2cc(OCC)c3c(C)oc(C)c3c(=O)c2)cc1	11	15	0.1	2.0
COc1cc(CN2CCC(N3CCCCC3)CC2)cc(OC)c1OC	1	-7	0.0	0.7
Cc1ccc(C)c(OCC(O)CNC2CCCC2)c1 (stereo not given)	-2	11	-0.1	-2.1
O=C(Nc1nnc(-c2cccnc2)s1)c1ccc2c(c1)S(=O)(=O)c1ccccc1C2=O	3	2	0.0	-0.8
CCOC(=O)C1=C(C)N=c2s/c(=C\c3ccc(N(CC)CC)cc3)c(=O)n2C1c1ccc(OC)c(OC)c1 (stereo not given)	5	-2	-0.1	0.1
O=C1c2ccccc2C(=O)N1CCCCBr	24	-15	0.4	-0.3
CC1CCCN(CCCN(Cc2cccs2)C(=S)Nc2ccccc2Cl)C1 (stereo not given)	4	11	0.6	2.6
Cc1ccccc1-c1nc2cc(NC(=O)Cc3ccccc3)ccc2o1	9	13	0.3	-0.1

(more compounds)
Structure | MITF inh | TEAD-YAP block | FBW7 activator | GPR151 ag
O=C(CSc1ncccn1)N/N=C/c1c(O)ccc2ccccc12 | 5 | 10 | -0.3 | -0.6
O=C(CC1C(=O)NCCN1Cc1ccccn1)NCc1ccc(C(F)(F)F)cc1 (stereo not given) | 3 | 4 | -0.1 | 0.5
COc1ccc(N2C(=O)CC(N3CCc4ccccc43)C2=O)cc1 (stereo not given) | 13 | 4 | 1.2 | -1.1
COc1cc(/C=C2\SC(=S)N(Cc3cccnc3)C2=O)ccc1O | -4 | 1 | -0.1 | -0.1
CCOc1ccc(NC(=O)CSc2nc3nc(C)c(Cc4cccc(Cl)c4)c(C)n3n2)cc1 | -1 | -1 | -0.1 | 0.2
C=C(C)Cn1c(N/N=C/c2ccc([N+](=O)[O-])cc2)nc2c1c(=O)n(C)c(=O)n2C | 5 | -7 | -0.1 | -0.8
C/C(=N/NC(=O)c1nc2nc(C)cc(C)n2n1)c1ccc2ccccc2c1 | 4 | 5 | 0.1 | 2.9
c1ccc(CNc2nc3ncccc3nc2-c2ccccc2)cc1 | -1 | -4 | 0.1 | -0.6

(cont.)
Structure | MITF inh | TEAD-YAP block | FBW7 activator | GPR151 ag
CC(=O)NC(C(=O)NCC1Cc2cc(F)cc(-c3nc(C)cnc3C)c2O1)C(C)C (stereo not given) | -4 | -7 | 0.0 | 1.0
COc1ccccc1OCc1nc(-c2ccc(C)cc2)no1 | -3 | -46 | 0.5 | -0.1
COc1nn(C)cc1C(=O)N1CCC(Oc2nc3ccc(F)cc3s2)CC1 | 6 | 2 | 0.6 | -1.5
Cc1c(C)n(CC(O)CNCc2ccco2)c2ccccc12 (stereo not given) | 43 | 7 | 0.2 | -0.9
O=C(Nc1ccc(-c2nc3ccccc3[nH]2)cc1)c1ccc(S(=O)(=O)N2CCc3ccccc3C2)cc1 | -12 | -7 | -0.1 | 0.0
O=c1c2ccccc2nc(SCc2ccc(Cl)cc2)n1CCC1=CCCCC1 | 15 | -2 | 0.1 | 2.1
CC(C)n1cnc2c(Nc3ccccc3)nc(-c3ccccc3)nc21 | 17 | -2 | 0.4 | 0.7
N#CCOc1ccccc1C1NC(C(=O)O)CS1 (stereo not given) | -2 | -6 | -0.2 | 0.1

(list continues)
Structure | MITF inh | TEAD-YAP block | FBW7 activator | GPR151 ag
COCCn1c(Cc2cccn2C)nnc1SCC(=O)NCc1ccccc1 | 6 | -13 | -0.7 | 1.5
Cc1cccc(NC(=O)CC2OCCN(Cc3ccccc3)C2=O)c1 (stereo not given) | 12 | 4 | 0.2 | 2.2
O=c1[nH]c(SCc2ccc(Cl)c(Cl)c2)nc2[nH]ncc12 | 8 | 4 | 0.0 | 0.9
CC(=O)Nc1ccccc1C(=O)C(=O)Nc1ccc(C)c(F)c1 | 4 | -42 | -0.1 | -0.8
COc1cc(/C=N/N2C(=O)C3C4C=CC(CC4)C3C2=O)cc(Cl)c1OCC(=O)O (stereo not given) | 8 | -3 | -0.1 | 1.6
O=c1oc2ccccc2c(Cl)c1CN1CCCC1 | -3 | 12 | 0.1 | -1.4
Cc1ncn(-c2ccc(Nc3ncc4cccc(-c5cncc(C(=O)N6CCOCC6)c5)c4n3)cc2)n1 | 9 | -18 | -0.1 | -0.6
CCCn1c(Cc2ccccc2)nc2ccccc21 | 0 | 2 | -0.1 | -0.4

Following part
Structure | MITF inh | TEAD-YAP block | FBW7 activator | GPR151 ag
C=CCc1cc(C=O)cc(OCC)c1O | -19 | -2 | 0.1 | -1.2
O=C(O)c1cc(C(=O)O)cc(-c2ccc(/C=N\n3cnnc3)o2)c1 | 63* | 9 | -0.2 | -0.8
O=C(O)/C=C/c1cc(Cl)c2c(c1)OCO2 | -3 | -9 | 0.1 | -0.9
O=C(CSc1n[nH]c(-c2ccc(Cl)cc2)n1)NCCc1ccccc1 | 12 | 8 | 0.2 | -0.7
CC(=O)Nc1ccc(C(=O)N/N=C/c2cc(Cl)cc([N+](=O)[O-])c2O)cc1 | 12 | -2 | -0.4 | -0.5
O=C(Nc1c2c(nn1-c1ccccc1)CSC2)c1cccs1 | -5 | 2 | -0.1 | -1.3
CCc1nc2sc(C(c3cccc(OC)c3)N3CCc4ccccc4C3)c(O)n2n1 (stereo not given) | -9 | 0 | 0.0 | -2.3
C=CCNC(=O)Cc1coc2cc(C)cc(C)c12 | -1 | -2 | 0.9 | -1.2

Of the compounds above, these contain a cyano group:
Structure | MITF inh | TEAD-YAP block | FBW7 activator | GPR151 ag
N#C/C(=C\c1cccc([N+](=O)[O-])c1)C(=O)Nc1ccc([N+](=O)[O-])cc1Br | 7 | 8 | -0.2 | 0.9
N#CCOc1ccccc1C1NC(C(=O)O)CS1 (stereo not given) | -2 | -6 | -0.2 | 0.1

Next results:
Structure | MITF inh | TEAD-YAP block | FBW7 activator | GPR151 ag
CCOc1cc(/C=C2/C(=N)N3N=C(Cc4ccccc4)SC3=NC2=O)ccc1OCCOc1ccccc1C | 6 | 14 | -0.2 | -1.6
CC(C)(C)NC(=O)CCCN1C(=O)c2cccc3cccc(c23)C1=O | 7 | -5 | 0.0 | -0.4
CCc1c(C#N)c(SC)nc(C)c1C(=O)Nc1ccccc1 | -7 | -2 | -0.1 | 4.7
Cc1ccc(Sc2ccc(/C=C(\C#N)C(N)=O)o2)cc1 | -3 | 10 | -0.1 | -0.2
COc1ccc(-c2nc3cc(NC(=O)COc4ccc([N+](=O)[O-])cc4)ccc3o2)cc1OC | -9 | -1 | -0.1 | 2.0
COc1ccc(NC(=O)NC2CCN(Cc3ccccc3)CC2)cc1OC | -23 | 0 | -0.2 | 0.0
CCOc1ccc2nc(SCC(=O)N3CCCC3)sc2c1 | 15 | -34 | 0.4 | -1.5
CCOC(=O)C1C/C(=N\Nc2ccccc2)C(C(=O)OCC)C/C1=N/Nc1ccccc1 (stereo not given) | -4 | -11 | 0.2 | 2.0
N#Cc1ccc(NC(=O)c2cc(-c3ccc(Br)cc3)on2)cc1 | -8 | -8 | -0.2 | -0.6
O=C(CNC1CCCCC1)Nc1ccccc1N1CCCCC1 | 54* | 0 | 0.0 | -0.9
